BL2 CD40 inh = inhibitors of CD40-induced NF-kB signaling, primary screen, BL2 cells, luciferase reporter, single point; 83,000 tested, 0.94% active; inhibition, % at 10 µM; CD40L-induced, 4 h;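 active means mean inhibition of at least 50% with a set share of replicates also reaching that level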;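 further: 0% = neutral control wells and 100% = IKK inhibitor VII at 50 µM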
Numbers without * were called inactive; [ ] = dose if it differs, or a comment. An excerpt. The share of hits here may be higher or lower than overall.

BL2 CD40 inh	molecule
4.7	COc1ccc(NS(=O)(=O)c2cccc(C(=O)N3CCN(C/C=C/c4ccccc4)CC3)c2)cc1
3.6[25 µM]	CO[C@H]1CC[C@@H]2CCN(C)C(=O)CCCN(C)C(=O)c3cc(C#N)ccc3OC[C@@H]1O2
0.2	O=C(Nc1ccc(OC(=O)c2ccncc2)cc1)c1ccncc1
9.1	CCn1c(C(C)NC(C)=O)nc2ccccc21 (stereo not drawn)
-6.4	Cc1noc(C)c1NC(=O)N[C@H]1CC[C@H](CCNC(=O)C2CCCCC2)O[C@@H]1CO
10.3	CC(C)N(C(=O)CSc1nnc(C2CC2)n1C1CC1)c1ccccc1
-0.7	COc1ccc(NC(=O)CSc2n[nH]c(-c3ccccc3)n2)cc1S(N)(=O)=O
2.2	O=C(NC1CCCCCC1)c1cc(=O)[nH]c2ccc(S(=O)(=O)N3CCOCC3)cc12
13.6	CO[C@H](CN(C)S(=O)(=O)c1ccc(Cl)cc1)[C@H](C)CN(Cc1ccccc1Cl)[C@@H](C)CO
-7.0	CN(CC(=O)Nc1cccc(F)c1)C(=O)CCCn1c(=O)oc2ccccc21
6.9	CC1CN(Cc2ccccc2)C(=S)NC1=O (stereo not drawn)
-2.9	CCOc1ccc(CCNC(=O)COC(=O)c2cccc(S(=O)(=O)N3CCCCC3)c2)cc1OCC
0.5	O=C(c1ccco1)N1CCN(S(=O)(=O)c2cccs2)CC1
20.3	C[C@H](CO)N1C[C@H](C)[C@@H](CN(C)Cc2cccc(F)c2)OCc2ccccc2-c2c(n(C)c3ccccc23)C1=O
-3.5	CCOC(=O)c1c(NC(=O)Nc2ccc(F)cc2)sc2c1CCN(C)C2
-4.0	CCOC(=O)c1c(C)[nH]c2ccc(O)cc12
-0.3[25 µM]	O=C(C1CCOCC1)N1[C@@H](CO)[C@@H](c2ccccc2)C12CN(CCC(F)(F)F)C2
-14.0[25 µM]	C[C@@H]1CN([C@H](C)CO)C(=O)c2cc(NS(=O)(=O)c3cccs3)ccc2O[C@H]1CN(C)C(=O)Nc1ccc2c(c1)OCO2
7.2	CCCC1(C)NC(=O)c2ccccc2O1 (stereo not drawn)
-31.2[25 µM]	Cc1c(C(=O)N(C)C2CCCCC2)sc2nc3ccc(N)cc3n12
8.8	Cn1c(=O)c2[nH]c(N=NN3CCCCC3)nc2n(C)c1=O
-16.1[25 µM]	COc1ccc2c3c([nH]c2c1)[C@H](CO)N(C)CC31CCN(C(=O)CN(C)C)CC1
1.3	Cc1cccc(C(=O)OCC(=O)NCCN2C(=O)CSC2=O)c1[N+](=O)[O-]
9.6	CN(C)CCCOc1nc2c(c(=O)n(C)c(=O)n2C)n1C
-17.9	O=C(Nc1ccccc1N1CCOCC1)c1ccc(Cl)c(S(=O)(=O)NCc2ccco2)c1
-49.6	Cc1c(NC(=O)C(C)OC(=O)/C=C/c2ccc3c(c2)OCO3)c(=O)n(-c2ccccc2)n1C (stereo not drawn)
7.7[25 µM]	C[C@H]1CN([C@@H](C)CO)C(=O)c2c(c3ccccc3n2C)-c2ccccc2CO[C@H]1CN(C)Cc1ccccc1C(F)(F)F
57.1*	O=C(Nc1ccc(N2CCOCC2)cc1)c1cn2ccccc2n1
12.8	COCCCn1c(SCC(=O)c2c(N)n(C3CC3)c(=O)[nH]c2=O)nnc1-c1ccccc1Cl
-110.0	c1ccc(Nc2nnc(-c3cccc4ccccc34)o2)cc1

Brought forward from above: 3 compounds, followed by the next part.
BL2 CD40 inh	molecule
57.1*	O=C(Nc1ccc(N2CCOCC2)cc1)c1cn2ccccc2n1
12.8	COCCCn1c(SCC(=O)c2c(N)n(C3CC3)c(=O)[nH]c2=O)nnc1-c1ccccc1Cl
-110.0	c1ccc(Nc2nnc(-c3cccc4ccccc34)o2)cc1
6.0	O=S1(=O)CC(N2CCCCC2)C(N2CCCCC2)C1 (stereo not drawn)
-2.1	COc1ccc(-c2csc3nc(C)n(-n4cccc4)c(=O)c23)cc1
-6.1	Nc1nnc(CC(=O)N/N=C/c2ccc(-c3ccc(F)cc3)o2)s1
61.9*	Cc1ccc(-c2ccc(C3[C@@H]4CN(Cc5cccc(F)c5)C[C@H]3N4)cc2)cc1 (stereo partly drawn)
-5.1	O=C(O)CCc1ncc(C(F)(F)F)cc1Cl
-72.5	CCC(C)NC(=O)Nc1ccc(Br)cc1 (stereo not drawn)
8.7	O=C(NCCC1CCCCN1S(=O)(=O)c1ccc(F)cc1)C(=O)Nc1ccccc1F (stereo not drawn)
35.1[25 µM]	O=C(c1cccc(F)c1)N1CC(=O)N2[C@H](C1)[C@H](c1ccc(/C=C/c3ccccc3)cc1)[C@@H]2CO
-1.5	O=C(NCCCn1ccnc1)c1ccc2ccccc2c1
-15.8	CC1CC1C(=O)OCC(=O)Nc1ccc(Cl)cn1 (stereo not drawn)
-11.1	CS(=O)(=O)N1CCC(C(=O)Nc2ccc(OCc3ccccc3)cc2)CC1
-2.2	Cc1ccccc1CNC(=O)CCNS(=O)(=O)c1ccc(OC(F)(F)F)cc1
-3.6	CCn1c(COc2ccccc2C)nnc1SCC(=O)NCc1ccccc1
8.2	COc1ccccc1C#Cc1ccc([C@H]2[C@@H](C#N)N(C(=O)C3CCCC3)[C@H]2CO)cc1
28.7	CN1CCN(S(=O)(=O)c2cccc(C(=O)N(c3ccccn3)C3CCCCC3)c2)CC1
-98.7	O=C(NC1=NCCS1)c1sc2ccccc2c1Cl
2.9[25 µM]	Cc1noc(C)c1NC(=O)Nc1ccc2c(c1)C(=O)N(C)[C@@H]1CC[C@@H](CC(=O)N[C@@H]3CCN(Cc4ccccc4)C3)O[C@@H]1CO2
21.7	CCOc1ccc(-c2[nH]ncc2-c2ccc(OC)c(OC)c2)c(O)c1
0.7	CCN(CC)C(=O)c1sc(N)c(C(=O)OC(C)C)c1C
-27.3	Cc1ccc(-c2nn(-c3cccc(F)c3)cc2CNCCc2ccncc2)o1
0.2	CC(=O)N1[C@@H](CO)[C@@H](c2ccc(-c3cccc(F)c3)cc2)[C@@H]1CNC(=O)C1CC1
5.3	O=C(c1ccccc1)N1CCN(c2ccc([N+](=O)[O-])c(NCc3cccnc3)c2)CC1
-9.6[25 µM]	Cn1cnc(S(=O)(=O)N2CC[C@H]3[C@H](CO)Nc4ccc(-c5ccccc5F)cc4[C@H]32)c1
3.2	Cc1ccc(C(=O)C(C)OC(=O)CN2C(=O)NC3(CCCC3)C2=O)cc1 (stereo not drawn)
-2.6[25 µM]	O=C(C1CCC1)N1CC2(C1)[C@@H](c1ccccc1)[C@@H](CO)N2Cc1nccs1
6.7	COc1cccc(CC(=O)N2CCCC(CO)(Cc3ccc(F)cc3F)C2)c1 (stereo not drawn)
-1.6[25 µM]	COc1ccc2c3c([nH]c2c1)[C@H](CO)N(Cc1nccs1)CC31CCN(C(=O)C2CCCCC2)CC1
-4.0	CCCN1Cc2cccc(C(=O)Nc3ccc(CN4CCCC4)cc3)c2C1=O
23.7	CN(c1ccccc1)S(=O)(=O)c1ccc(C(=O)Nc2ncccc2O)cc1
26.0	CCOC(=O)C1=NOC(CNC(=O)c2c(-c3ccccc3Cl)noc2C)C1 (stereo not drawn)
14.2[25 µM]	CCc1nc(N2[C@H](C#N)[C@@H](c3ccccc3-c3ccc(F)cc3)[C@H]2CO)sc1C
-1.0[25 µM]	COc1ccc2c3c([nH]c2c1)[C@H](CO)N(C(=O)c1cccnc1)CC31CN(C(=O)Nc2cccc(F)c2)C1
13.6	CC1CN(C(=O)c2ccccc2Nc2ccc(SC(F)F)cc2)CC(C)O1 (stereo not drawn)
-4.2	C/C(=N\NC(=O)c1ccncc1)c1ccc(N2CCOCC2)cc1
5.0	O=C(NCCOc1ccc(Cl)cc1)C(=O)NCC1CCCO1 (stereo not drawn)
1.9	CCN(CCn1cccn1)C(=O)c1cc(COc2cccc3cccnc23)on1
9.5	Nc1nnc(SCC(=O)Nc2ccc(S(=O)(=O)N3CCOCC3)cc2)s1
39.3	Cc1ccc(-c2nc3c(c(=O)[nH]c(=O)n3Cc3ccccc3)n2Cc2ccccc2)o1
-18.0	O=C(Nc1ccc(Cc2ccncc2)cc1)c1cc([N+](=O)[O-])ccc1N1CCOCC1
1.6	CN1CCN(CCNC(=O)c2cc3c(=O)n(C)c4ccccc4c3n2C)CC1
6.0	COc1ccc(CC(=O)N2CCN=C2SC)cc1OC
-3.2	O=C(C[C@@H]1C[C@H]2c3cc(NC(=O)NC4CCCC4)ccc3O[C@H]2[C@@H](CO)O1)NCc1ccccn1
0.9	COc1cccc(NC(=O)N(C)C[C@H]2OCc3ccccc3-c3c(n(C)c4ccccc34)C(=O)N([C@@H](C)CO)C[C@@H]2C)c1
-1.0[25 µM]	CC(C)NC(=O)Nc1ccc2c(c1)C(=O)N([C@@H](C)CO)C[C@H](C)[C@H](CN(C)C(=O)C1CCCCC1)OCCCC[C@H](C)O2
-0.3	CC(NC(=O)c1ccccc1Cl)C(=O)OCc1cn2cc(Cl)ccc2n1 (stereo not drawn)
16.5	Cc1cc(NCc2ccccc2)n2ncnc2n1
-3.7	CNC[C@@H]1OCc2ccccc2-c2c(n(C)c3ccccc23)C(=O)N([C@@H](C)CO)C[C@H]1C
7.1[25 µM]	C[C@@H]1CCCCO[C@H](CN(C)S(=O)(=O)c2ccccc2)[C@@H](C)CN([C@@H](C)CO)C(=O)c2cc(NC(=O)Nc3ccc4c(c3)OCO4)ccc2O1
-4.7	Cc1ccc(/C=N/N=C2/NC(=O)CS2)o1
21.4	CC(=O)OC(C#CCN1CCOCC1)c1ccccc1 (stereo not drawn)
-6.4	COc1ccccc1C#Cc1ccc([C@@H]2[C@H](C#N)N(C(=O)C3CCCC3)[C@H]2CO)cc1
-27.2	CC(OC(=O)c1cccc(-n2cnnn2)c1)C(=O)Nc1ccc(F)c(F)c1F (stereo not drawn)
-13.1[25 µM]	CS(=O)(=O)N1CCCCN2[C@H](C1)[C@H](c1ccc(Br)cc1)[C@@H]2CO
-20.6[25 µM]	COc1ccc(C[C@H]2CCn3nncc3COC[C@@H](CC(C)C)NC2=O)cc1
6.0	CC(/C=C/c1ccco1)=N\NC(=O)CNc1cccc(C)c1
17.7	Cc1nsc(Nc2ccccc2)c1C#N
-36.1	COc1ccc(NC(=O)c2ccc(OCC3CCCO3)cc2)cc1Cl (stereo not drawn)
6.4	CC(C)NC(=O)N1[C@H](C#N)[C@H](c2ccc(C#CC3CCCC3)cc2)[C@@H]1CO
-32.2	CC(C)c1nc2cc(C(=O)N(C)C3CCOCC3)ccc2o1
12.2[25 µM]	COc1ccc2c3c(n(C)c2c1)[C@@H](CO)N(C(=O)Nc1ccc(F)cc1)CC31CCN(C(=O)Nc2ccc(F)cc2F)CC1

(listing goes on)
BL2 CD40 inh	molecule
-3.1	Cn1nc(-c2ccccc2)cc1NC(=O)c1cccs1
-1.2	O=C1CCc2cc(S(=O)(=O)NCCc3ccccc3)cc3c2N1CC3
7.9	OCCOCCOc1ccc(-c2nn[nH]n2)cc1
3.2	CCCCC(=O)Nc1nnn(CCC)n1
-1.4	CC(C)NC(=O)C1(C)CCCCCN1C(=O)c1ccc(-c2ccccc2)cc1 (stereo not drawn)
-3.2[25 µM]	Cc1noc(C)c1S(=O)(=O)N(C)C[C@@H]1OCCCC[C@@H](C)Oc2ccc(N(C)C)cc2C(=O)N([C@H](C)CO)C[C@H]1C
-3.1[25 µM]	COCC(=O)N1[C@@H](C#N)[C@@H](c2ccccc2-c2ccccc2)[C@@H]1CO
-5.6	Cc1cc(N2CCN(S(=O)(=O)c3ccc(Br)cc3)CC2)n2ncnc2n1
5.1	O=C(NC1CCCCC1)c1cnn2c(C(F)(F)F)cc(-c3ccco3)nc12
13.7	CNCCCOc1cc(C)cc(C)c1C
-44.9	Cc1cc(NC(=O)c2nn(C)c(C)c2Br)no1
-2.2	CN(C)S(=O)(=O)c1c(Cl)cccc1Cl
-2.9[25 µM]	O=C(CN1CCOCC1)N1CC(=O)N2[C@H](C1)[C@@H](c1ccc(-c3cccc(F)c3)cc1)[C@@H]2CO
8.1	O=C(NCCc1ccccc1)C1CCCN(S(=O)(=O)c2cccc3nonc23)C1 (stereo not drawn)
17.7	FC(F)(F)c1cc(-c2ccco2)nc(NCc2ccco2)n1
-75.5	Nc1nc(-c2ccc(Oc3ccccc3)cc2)cs1
-11.9	COc1ccc(NC(=O)N(C)C[C@@H]2OCCCC[C@@H](C)Oc3ccc(NC(=O)Nc4ccccc4)cc3C(=O)N([C@@H](C)CO)C[C@H]2C)cc1
-12.0	COCC(=O)N1CCC(Oc2ccc(C(=O)NC3CCOC(C)(C)C3)cc2)CC1 (stereo not drawn)
4.4	O=C(Nc1nccs1)c1ccc(Cl)cc1[N+](=O)[O-]
11.0	Cc1cc(C(F)F)n2ncc(C(=O)N3CCc4ccccc4C3)c2n1
-7.2	C=CCNC(=S)N1CCc2c([nH]c3ccccc23)C1C (stereo not drawn)
6.4	Cn1c(SCCOc2ccccc2Cl)nnc1-c1ccncc1
13.2	CC(=O)N1CCc2ccccc2C1CC(=O)O (stereo not drawn)
-21.4	COCc1nnc(NC(=O)CCSc2ccccc2)s1
-7.5	C[C@@H]1CN([C@H](C)CO)C(=O)c2c(c3ccccc3n2C)-c2ccccc2CO[C@H]1CN(C)C(=O)Nc1ccc(-c2ccccc2)cc1

By substructure, those above with a furan ring, fused or not.
BL2 CD40 inh	molecule
0.5	O=C(c1ccco1)N1CCN(S(=O)(=O)c2cccs2)CC1
-17.9	O=C(Nc1ccccc1N1CCOCC1)c1ccc(Cl)c(S(=O)(=O)NCc2ccco2)c1
-6.1	Nc1nnc(CC(=O)N/N=C/c2ccc(-c3ccc(F)cc3)o2)s1
-27.3	Cc1ccc(-c2nn(-c3cccc(F)c3)cc2CNCCc2ccncc2)o1
39.3	Cc1ccc(-c2nc3c(c(=O)[nH]c(=O)n3Cc3ccccc3)n2Cc2ccccc2)o1
-4.7	Cc1ccc(/C=N/N=C2/NC(=O)CS2)o1
6.0	CC(/C=C/c1ccco1)=N\NC(=O)CNc1cccc(C)c1
5.1	O=C(NC1CCCCC1)c1cnn2c(C(F)(F)F)cc(-c3ccco3)nc12
17.7	FC(F)(F)c1cc(-c2ccco2)nc(NCc2ccco2)n1

Screening data: PubChem BioAssay, Broad Institute
